# MrgX1 agonist = agonists of human MrgX1 receptor; actives 0.44% (n = 310,000); MrgX1-HEK293 cells, Fluo-4 calcium fluorescence, agonist mode; active compounds read high; AID 588627; B-score at 10 µM;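 active = calcium response B-score plate-corrected fluorescence ratio at least 3 library SD, with starting fluorescence B-score inside 5 SD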
#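 System: HEK293 cells stably expressing human MrgX1 receptor; Dosing: test compound in the initial addition of three; Schedule: overnight plating, then 30 min 37 °C plus 30 min room-temperature dye loading; Detection: kinetic calcium dye fluorescence, Fluo-4 NW; Controls: per-plate positive and negative controls for Z′ factor.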
# SKKanGAS inh = blocks kanamycin growth of S. pyogenes SKKanGAS strain; actives 1.3% (n = 300,000); inhibition, % at 7.5 µM; BacTiter-Glo, 6 h;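 active = mean replicate score, as percent of positive control median, at least 50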;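 note: strain carries kanamycin resistance gene driven by streptokinase promoter and grows in 40 µg/ml kanamycin; loss of luminescence reflects streptokinase promoter inhibition or plain growth inhibition; 0% = median of DMSO wells and 100% = positive control at its reference dose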
# MrgX1 PAM = human MrgX1 positive allosteric modulation, primary screen | Q96LB2 | MrgX1-HEK293, Fluo-4 calcium flux, FDSS; active compounds read high | B-score at 10 µM | actives 0.63% (n = 310,000) | AID 588675;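 active = plate-corrected calcium response at least 3 library SD above typical, normal starting fluorescence, not activating the receptor alone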;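 note: compound read alongside a low EC10 to EC30 dose of BAM8-22 agonist; peak minus trough fluorescence over baseline measured at the second addition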
# ANO1 activ = activators or potentiators of mouse TMEM16A chloride channel; HEK293 TMEM16A/YFP-H148Q/I152L, iodide quench fluorescence; active compounds read low; B-score at 10 µM; actives 0.3% (n = 340,000); AID 623877;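 active = fluorescence-ratio B-score plate-corrected deviation score at least 3 library SD below zero, with starting fluorescence score within 5 deviations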;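 note: channel opened by trigger with iodide after compound preincubation; score built on the fluorescence ratio of max minus min over baseline; more negative score means more quench and so TMEM16A activation or potentiation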
# Target sequence (Q8BHY3 whole entry, looked up): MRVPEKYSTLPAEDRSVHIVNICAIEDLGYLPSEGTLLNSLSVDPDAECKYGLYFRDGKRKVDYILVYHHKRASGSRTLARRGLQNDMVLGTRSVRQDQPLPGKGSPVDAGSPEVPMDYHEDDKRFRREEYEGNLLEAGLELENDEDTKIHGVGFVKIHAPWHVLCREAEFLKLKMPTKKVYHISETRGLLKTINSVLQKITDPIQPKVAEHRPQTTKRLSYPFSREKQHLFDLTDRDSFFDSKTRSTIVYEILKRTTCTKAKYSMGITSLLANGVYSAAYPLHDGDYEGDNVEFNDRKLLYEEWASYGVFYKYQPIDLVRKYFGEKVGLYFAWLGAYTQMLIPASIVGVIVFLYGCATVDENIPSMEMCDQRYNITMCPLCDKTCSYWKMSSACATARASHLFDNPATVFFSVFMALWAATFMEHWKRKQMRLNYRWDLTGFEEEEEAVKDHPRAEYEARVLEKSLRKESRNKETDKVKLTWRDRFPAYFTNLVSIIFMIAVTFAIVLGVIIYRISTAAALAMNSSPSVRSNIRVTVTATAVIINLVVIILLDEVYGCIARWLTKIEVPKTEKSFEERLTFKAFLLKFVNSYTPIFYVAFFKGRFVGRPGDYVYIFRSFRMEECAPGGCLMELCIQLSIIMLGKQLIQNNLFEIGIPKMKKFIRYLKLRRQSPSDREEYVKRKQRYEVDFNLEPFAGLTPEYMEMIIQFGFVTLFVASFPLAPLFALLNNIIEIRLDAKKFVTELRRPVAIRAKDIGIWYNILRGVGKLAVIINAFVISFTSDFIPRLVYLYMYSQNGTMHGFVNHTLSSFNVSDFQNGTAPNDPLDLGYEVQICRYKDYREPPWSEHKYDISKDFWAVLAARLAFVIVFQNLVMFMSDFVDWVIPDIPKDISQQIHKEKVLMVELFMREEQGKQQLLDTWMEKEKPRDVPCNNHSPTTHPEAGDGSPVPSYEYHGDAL
# TMEM16A inh = inhibitors of mouse TMEM16A calcium-activated chloride channel; actives 1.2% (n = 310,000); Q8BHY3; AID 588511; HEK293 TMEM16A/YFP iodide influx fluorescence, ionomycin; normalized B-score (activity score, 25-100; higher = stronger inhibition) at 10 µM;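 active = ratio plate-corrected score three or more library SD toward inhibition, starting fluorescence score within five deviations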;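 note: score derived from kinetic fluorescence span divided by baseline fluorescence per well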
# TRPC6 inhibitor = blocks the mouse TRPC6 cation channel | B-score at 10 µM | AID 2553 | HEK293-TRPC6, membrane potential dye, ACh-evoked depolarization; active compounds read low | Q61143 | actives 1.1% (n = 310,000);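 active = B-score under library mean minus 3 SD, initial fluorescence not abnormally high, positive integrated signal ratio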;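 note: B-score derived from integrated fluorescence ratio over the kinetic read; more negative B-score means stronger inhibition of depolarization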
# HDAC3 inhib = blocks human histone deacetylase 3. recombinant HDAC3, fluorogenic peptide/trypsin coupled, fluorescence. inhibition, % at 8.3 µM. O15379. actives 0.15% (n = 320,000); in the data active = inhibition above about 26%, passing the limit was not always enough
# MrgX1 antag = blocks BAM8-22 activation of human MrgX1 receptor | MRGX1-HEK293 calcium flux, Fluo-4, BAM8-22 antagonism; active compounds read low | B-score at 10 µM | actives 1.3% (n = 310,000);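 active = calcium-response B-score plate-corrected more than 3 library SD below zero, starting fluorescence within 5 deviations, no agonist response on first addition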;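 note: peak minus trough fluorescence over baseline after final BAM8-22 challenge near maximal dose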
# RGS4 block = human RGS4 inhibition; P49798; HEK293 M3R/RGS4 inducible, Fluo-4 calcium flux; active compounds read high; triggered by carbachol at its EC20; B-score at 10 µM; actives 0.45% (n = 310,000); AID 463165;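 active = B-score, a plate-corrected calcium signal, over three deviations above library mean, with baseline fluorescence within five deviations of library mean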;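 note: RGS4 expression induced by doxycycline in cells with stable M3 receptor; B-score is computed from the integrated fluorescence ratio over baseline after carbachol; higher B-score means a larger calcium signal and so more RGS4 inhibition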
# TRPC6 activator = activators of mouse TRPC6 channel | HEK293-TRPC6 membrane potential dye fluorescence; active compounds read high | actives 0.13% (n = 310,000) | Q61143 | B-score at 10 µM;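 active = B-score of the integrated fluorescence ratio above library mean plus 3 SD, and starting fluorescence ratio within library mean plus 5 SD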;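 note: higher score means more depolarization so channel activation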
# RGS4 pot = RGS4 potentiation or activation; actives 0.92% (n = 310,000); B-score at 10 µM; HEK293 M3R/inducible RGS4, carbachol calcium flux Fluo4; active compounds read low; AID 463111;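 active = B-score of the integrated calcium signal more than 4 SD below the library mean, with starting fluorescence not abnormally high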;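 note: negative B-score means reduced calcium response which marks RGS4 activation or potentiation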
#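 Also added: carbachol at ECmax as muscarinic agonist stimulus; Assay system: HEK293 cells with stable M3R and inducible RGS4; Timing: overnight RGS4 induction, 30 min dye load 37 °C, 20 min compound RT; Measured by: Fluo4-AM (2 µM) calcium-flux fluorescence, kinetic read.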
# The depositor's hits bear a star; i = inactive; x = not tested or not shown.
SMILES,MrgX1 agonist,SKKanGAS inh,MrgX1 PAM,ANO1 activ,TMEM16A inh,TRPC6 inhibitor,HDAC3 inhib,MrgX1 antag,RGS4 block,TRPC6 activator,RGS4 pot
COc1ccccc1NC(=O)c1c(C)nn(-c2ccccc2)c1Cl,i,5.5,i,i,i,i,4.2,i,i,i,i
O=C(NNC(=O)c1ccccc1-n1cccc1)c1ccccc1,i,-10.6,i,i,i,i,-2.5,i,i,i,i
Cc1csc(NC(=O)CCc2c(C)nc3cc(-c4ccc(Cl)cc4)nn3c2C)n1,i,x,i,i,i,x,-12.0,i,x,x,x
O=C(CSc1nc2ncccc2[nH]1)Nc1ccc2c(c1)OCCO2,i,x,i,i,i,x,3.5,i,x,x,x
Fc1ccc(CSc2ccc3nnc(-c4cccnc4)n3n2)cc1,i,-8.7,i,i,i,i,6.2,i,i,i,i
OCCCN1c2ccccc2Nc2nnc(-c3ccccc3)cc21,i,-4.5,i,i,i,i,-2.2,i,i,i,i
COCCn1nnnc1C(c1ccc(OC)cc1OC)N1CCN(c2ccccc2)CC1 (stereo not drawn),i,3.2,i,i,i,i,-9.4,i,i,i,i
CN(C(=O)C12CC3CC(CC(C3)C1)C2)C1(C)CCS(=O)(=O)C1 (stereo not drawn),i,-5.2,i,i,i,i,8.0,i,i,i,i
OCCCNCc1ccc(-c2ccccc2)cc1,i,-11.5,i,i,i,i,1.5,i,i,i,i
O=C(COc1ccc(Cl)cc1)NN=C1CCCCCCC1,i,-0.9,i,i,i,i,-0.5,i,i,i,i
CC(C)NC(=O)c1cc2c(s1)CCCC2,i,0.5,i,i,i,i,-1.0,i,i,i,i
CC(=O)N1CCC(=O)N(C(C)C)c2ccccc21,i,-3.7,i,i,i,i,-5.4,i,i,i,i
Cc1csc(NC(=O)CSc2nnc(-c3cc(C)on3)o2)n1,i,7.5,i,i,i,i,1.2,i,i,i,i
Nc1nonc1-n1nnc(C(=O)N/N=C/c2cccc(Cl)c2Cl)c1CN1CCCC1,i,-6.7,i,i,i,i,1.6,i,i,i,i
O=C(COC(=O)c1ccc([N+](=O)[O-])o1)c1ccccc1,i,34.5,i,i,i,i,0.8,i,i,i,i
COc1ccc(OC)c2c1CC(C)(C)NC2=O,i,-7.0,i,i,i,i,-54.0,i,i,i,i
Cc1ccc(S(=O)(=O)NCCSc2ncccn2)cc1,i,-5.3,i,i,i,i,1.0,i,i,i,i
CS(=O)(=O)N1CCN(Cc2ccc([N+](=O)[O-])cc2)CC1,i,x,i,i,i,i,2.7,i,i,i,i
CCOc1ccc(-c2c(C(=O)N/N=C(\C)c3ccco3)nnn2-c2nonc2N)cc1,i,1.0,i,i,i,i,6.9,i,i,i,i
Cc1ccc(S(=O)(=O)N2CCN(c3ccc(S(=O)(=O)N4CCOCC4)cn3)CC2)cc1,i,-5.0,i,i,i,i,4.1,i,i,i,i
CCOC(=O)COc1cc(-n2c(=S)[nH]c3cc(OC)c(OC)cc3c2=O)c(Cl)cc1Cl,i,-1.5,i,i,i,i,3.6,i,i,i,i
COc1ccccc1C(=O)N/C(=C/c1ccco1)C(=O)Nc1cccc(C(=O)O)c1,i,17.1,i,i,i,i,7.4,i,i,i,i
COC(=O)N(C)c1ccccc1C(=O)N1CCOCC1,i,-8.2,i,i,i,i,-2.6,i,i,i,i
Cc1ccc(-n2nc(C)c(C3(O)C(=O)N(C(C)C)c4ccccc43)c2N)cc1 (stereo not drawn),i,6.6,i,i,i,i,3.7,i,i,i,i
O=C(CS(=O)(=O)c1ccccc1Cl)N1CCOCC1,i,-1.4,i,i,i,i,2.1,i,i,i,i
Cc1ccc2onc(CC(=O)O)c2c1,i,-3.2,i,i,i,i,-4.7,i,i,i,i
CC(=O)N1CN(CCCn2ccnc2)Cc2c1sc1c2CCCC1,i,-0.1,i,i,i,i,3.8,-5.76*,i,i,i
O=C(NCCc1ccc(Cl)cc1)C1CCN(S(=O)(=O)c2cccs2)CC1,i,-2.7,i,i,i,i,-5.4,i,i,i,i
O=C(CSc1ccc(Br)cc1)NCC(c1cccs1)N1CCOCC1 (stereo not drawn),i,11.0,i,i,i,i,x,i,i,i,i
CC(=O)N1C(=O)N(C(C)=O)C2C1N(C)C(=O)N2C(C)=O (stereo not drawn),i,-1.4,i,i,i,i,-5.7,i,i,i,i
O=C(CNC(=O)c1ccccc1F)OCc1csc(-c2ccccc2)n1,i,4.0,i,i,i,i,4.1,-5.03*,i,i,i
O=[N+]([O-])c1cc(S(=O)(=O)Nc2ccccc2)ccc1NCc1ccccc1,i,5.9,i,i,i,i,-0.2,i,i,i,i
CCOC(=O)N1CCC(NC(=O)CN2C(=O)CSc3ncccc32)CC1,i,-3.3,i,i,i,i,1.9,i,i,i,i
CCCC(CCC)=NNc1ccc(S(=O)(=O)Nc2ccccc2OC)cc1[N+](=O)[O-],i,15.2,i,i,i,i,8.9,i,i,i,i
Cc1cccc(CCN2CCN=C2Nc2ccccc2)c1,50.5*,x,i,i,i,x,0.9,i,x,x,x
CC(=O)c1c(C)[nH]c(C2=NNC(=NCc3ccccc3)SC2)c1C,i,-11.5,i,i,i,i,3.6,i,i,i,i
CCc1ccc(C(N)=S)cc1,i,-3.5,8.95*,i,i,i,3.2,i,i,i,i
O=C(NCCCN1CCOCC1)c1ccc2c(=O)n(Cc3cccc(Br)c3)c(=S)[nH]c2c1,i,31.4,i,i,i,i,2.6,i,i,i,i
Cc1ccc(C(=O)NC(=S)NCc2ccco2)cc1,i,-17.1,i,i,i,i,9.6,i,i,i,i
O=C1NC(c2ccc(Br)cc2)Nc2ccccc21 (stereo not drawn),i,-1.4,i,i,i,i,1.5,i,i,i,i
CC(C)[C@@H]1CC[C@@H](C)C[C@H]1OC(=O)C[n+]1cc(-c2ccc(Cl)cc2)n2c1CCCCC2,i,22.4,i,i,i,i,-7.2,-7.43*,i,i,i
O=C(C[n+]1ccccc1)Nc1ccc(Oc2ccccc2)cc1,i,0.9,i,i,i,i,-1.5,i,i,i,-7.64*
OC1(c2ccccc2F)CCN(Cc2nnc(-c3ccccc3)o2)CC1,i,-0.2,i,i,i,i,0.2,i,i,i,i
CCN(C(=O)c1ccc(N2CC3CC(C2)c2cccc(=O)n2C3)c(NC(=O)c2ccncc2)c1)c1cccc(C)c1 (stereo not drawn),i,-2.7,i,i,i,i,-2.6,i,i,i,i
CCOC(=O)c1sc(=NC(=O)c2ccccc2Br)n(C)c1C,i,-1.8,i,i,i,i,-16.4,i,i,i,i
CCSc1ccccc1C(=O)N1CCN(c2ccccc2F)CC1,i,-2.6,i,i,i,i,-3.1,i,i,i,i
O=C1CC(c2ccc(OCCCCCOc3ccc(C4CC(=O)NC4=O)cc3)cc2)C(=O)N1 (stereo not drawn),i,19.8,i,i,i,i,1.4,i,i,i,i
CN(Cc1ccccc1)C(=O)C1CCN(S(=O)(=O)c2cccc3nsnc23)CC1,i,-12.6,i,i,i,i,-3.9,i,i,i,i
CCn1c(=O)c2cc(C(=O)NCCCOC)sc2c2ccccc21,i,-1.2,i,i,i,i,-13.9,i,i,i,i
CCOC(=O)COn1c(=O)c[n+]([O-])c2ccccc21,i,1.9,i,i,i,i,-0.3,i,i,i,i
O=C(O)CN1C(=O)c2ccc(C(=O)c3ccccc3)cc2C1=O,i,-8.1,i,i,i,i,-4.3,i,i,i,i
COc1ccccc1CC(=O)Nc1cc2oc3ccccc3c2cc1OC,i,5.2,i,i,i,i,1.4,i,i,i,i
Cc1ccc(C2C=NN(c3ccccc3)C2=O)cc1 (stereo not drawn),i,9.5,i,i,i,i,-0.3,i,i,i,i
NC(=O)NCC(c1ccccc1)C1CCCCC1 (stereo not drawn),i,2.5,i,i,i,i,-0.7,i,i,i,i
CN(c1ccccc1)S(=O)(=O)c1cccc(NC(=O)c2ccncc2)c1,i,1.1,i,i,i,i,-1.0,i,i,i,i
CCc1cc(CN2CCOCC2)c(NC(=O)c2ccccc2)s1,i,-2.1,i,i,i,i,1.7,i,i,i,i
O=C(O)c1ccccc1C(=O)c1ccc(Cl)cc1,i,-1.1,i,i,i,i,0.9,i,i,i,i
Cc1ccc([C@@H]2[C@@H]3C(=O)N(C)C(=O)[C@@H]3[C@]3(C)C(=O)N(CCO)CC(=O)N23)o1,i,2.6,i,i,i,i,0.2,i,i,i,i
O=C(CSc1ncnc2scc(-c3ccc(Cl)cc3)c12)NCc1ccc2c(c1)OCO2,x,19.9,x,i,x,i,x,x,i,i,i
COC(=O)c1ccc(C(=O)Nc2cc(Cl)ccc2Cl)cc1NC(=O)c1ccccc1C,i,0.8,i,i,i,i,-3.6,i,i,i,i

# Later entries:
SMILES,MrgX1 agonist,SKKanGAS inh,MrgX1 PAM,ANO1 activ,TMEM16A inh,TRPC6 inhibitor,HDAC3 inhib,MrgX1 antag,RGS4 block,TRPC6 activator,RGS4 pot
COc1ccc(CC2SC(N)=NC2=O)cc1 (stereo not drawn),i,-5.1,i,i,i,i,1.4,i,i,i,i
CN(C)/C=C/C(=O)/C=C/c1cn(-c2ncc(C(F)(F)F)cc2Cl)c2ccccc12,i,18.1,i,i,i,i,12.0,i,i,i,i
Cc1ccc(C(=O)N2CCN(C(=O)c3ccco3)CC2)cc1NC(=O)c1ccco1,i,-0.7,i,i,i,i,1.9,i,i,i,i
Cc1cccn2c(=O)c3cc(C(=O)N4CCCC(C)C4)sc3nc12 (stereo not drawn),i,2.9,i,i,i,i,-8.9,i,i,i,i
CCOc1ccc(N=C(/C(C(=O)C(=O)N2CCOCC2)=C(\O)c2ccccc2)c2ccccc2)cc1,i,0.6,i,i,i,i,5.7,i,i,i,i
Cc1ccc(-n2nc3c(=O)n(CCCC(=O)NCc4ccccc4F)nc(C)c3c2C)cc1,i,-3.4,i,i,i,i,-7.5,i,i,i,i
CCc1ccc(-c2cc(C(F)(F)F)n3nc(C(=O)Nc4c(C)nn(Cc5ccccc5C)c4C)cc3n2)s1,i,28.4,i,i,i,i,6.7,i,i,i,i

# Bioassay records: PubChem BioAssay, several laboratories
